Bioassay records from PubChem.
PAFAH1B3 inh: inhibitors of human PAFAH1B3; Q15102; recombinant PAFAH1B3, FP-rhodamine probe, fluorescence polarization; inhibition, % at 3.39 µM; hit rate 0.28% among 340,000;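 active means inhibition above the screen-wide average of all tested compounds plus 3 SD, cut at about 25% in these data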;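 further: 0% = enzyme with DMSO only and 100% = wells lacking PAFAH1B3 protein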
Target sequence (Q15102 whole entry, looked up): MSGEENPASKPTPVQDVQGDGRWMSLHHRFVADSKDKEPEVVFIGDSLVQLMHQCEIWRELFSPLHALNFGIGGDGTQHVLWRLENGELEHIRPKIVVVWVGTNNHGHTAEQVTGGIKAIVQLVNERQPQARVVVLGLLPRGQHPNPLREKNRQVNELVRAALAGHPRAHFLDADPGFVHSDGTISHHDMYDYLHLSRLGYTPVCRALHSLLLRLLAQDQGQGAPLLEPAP
pPAFAH inh: inhibitors of human plasma PAF acetylhydrolase (pPAFAH) | Q13093 | recombinant pPAFAH, FP-rhodamine probe fluorescence polarization | hit rate 1.5% among 330,000 | AID 463082 | inhibition, % at 3.39 µM;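 active means inhibition above the mean inhibition across the screen plus 3 SD, cut at about 25% in these data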;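 further: inhibitors block binding of the rhodamine activity-based probe so polarization drops; 0% = enzyme with DMSO and 100% = wells lacking pPAFAH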
Target sequence (Q13093 whole entry, looked up): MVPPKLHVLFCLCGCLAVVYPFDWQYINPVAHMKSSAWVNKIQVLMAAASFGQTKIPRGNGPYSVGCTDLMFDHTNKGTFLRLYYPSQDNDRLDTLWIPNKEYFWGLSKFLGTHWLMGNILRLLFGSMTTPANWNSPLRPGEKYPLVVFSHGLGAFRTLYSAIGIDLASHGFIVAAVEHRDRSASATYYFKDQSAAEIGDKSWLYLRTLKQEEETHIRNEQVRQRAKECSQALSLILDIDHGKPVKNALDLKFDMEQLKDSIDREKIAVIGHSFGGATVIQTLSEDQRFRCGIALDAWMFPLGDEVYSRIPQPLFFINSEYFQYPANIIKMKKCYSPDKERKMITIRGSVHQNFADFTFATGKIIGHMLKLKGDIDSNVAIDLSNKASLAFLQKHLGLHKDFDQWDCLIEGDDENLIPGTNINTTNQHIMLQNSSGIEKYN
PREPL inhibitor: inhibits the human prolyl oligopeptidase-like enzyme | inhibition, % at 5.96 µM | recombinant PREPL, fluorescence polarization activity-based probe | Q4J6C6 | hit rate 0.68% among 320,000; in the data active means inhibition above about 43%;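 further: 0% = enzyme with DMSO and 100% = wells lacking enzyme; many of its hits are not listed in these tables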
ZTA DNA inh: ZTA (EBV) inhibition in EBNA-1 counter-screen | P03206 | ZTA-DNA binding, fluorescence polarization | inhibition, % at 11 µM | hit rate 0.15% among 320,000; in the data active means inhibition above about 33%
Target sequence (P03206 whole entry, looked up): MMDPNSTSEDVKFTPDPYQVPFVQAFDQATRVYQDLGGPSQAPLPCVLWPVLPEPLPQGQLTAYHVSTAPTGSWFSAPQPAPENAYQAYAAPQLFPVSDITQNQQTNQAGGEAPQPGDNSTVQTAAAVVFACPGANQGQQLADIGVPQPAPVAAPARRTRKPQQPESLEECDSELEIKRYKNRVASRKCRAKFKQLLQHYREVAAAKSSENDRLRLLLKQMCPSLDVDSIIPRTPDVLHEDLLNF
LYPLA2 inh: blocks human lysophospholipase 2, a PME1 counter-screen. O95372. recombinant LYPLA2, FP-Rh probe fluorescence polarization. inhibition, % at 5.9 µM. hit rate 0.38% among 320,000. AID 2177;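 active means inhibition above the screen-wide mean plus 3 SD, limit set per campaign, cut at about 26% in these data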;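 further: 0% = LYPLA2 with DMSO and 100% = wells lacking LYPLA2 enzyme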
LYPLA1 counter: counter-screen for PME1 inhibitors: inhibitors of human LYPLA1; hit rate 0.16% among 320,000; inhibition, % at 5.9 µM; recombinant LYPLA1, FP-Rh probe fluorescence polarization;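 active means inhibition above the mean of all tested compounds plus 3 SD, set per campaign, cut at about 14% in these data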;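 further: inhibitors block serine hydrolase probe labeling of LYPLA1 so polarization falls; 0% = enzyme with DMSO and 100% = wells lacking LYPLA1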
PAFAH1B2 FP inh: blocks human PAF acetylhydrolase 1b catalytic subunit 2; P68402; recombinant PAFAH1B2, FP-rhodamine activity probe, fluorescence polarization; inhibition, % at 3.39 µM; hit rate 1.2% among 340,000; AID 492953;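 active means inhibition above the mean of all tested compounds plus 3 SD, cut at about 24% in these data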;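 further: 0% = enzyme with DMSO and 100% = wells lacking PAFAH1B2; many of its hits are not listed in these tables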
EBNA-1 inhibitor: blocks EBNA-1 binding to DNA; inhibition, % at 14.8 µM; AID 1950; hit rate 0.34% among 300,000; EBNA-1 DNA binding, fluorescence polarization; in the data active means inhibition above about 28%
PAFAH2 inh: PAFAH2 (human) inhibition; recombinant PAFAH2, FP-rhodamine activity probe, fluorescence polarization; inhibition, % at 3.39 µM; hit rate 0.99% among 340,000;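 active means inhibition above the mean over all tested compounds plus 3 SD, cut at about 30% in these data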;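 further: inhibitors block probe labeling of enzyme so polarization drops; 0% = enzyme with DMSO and 100% = wells lacking PAFAH2 protein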
The depositor's hits bear a star; x = not tested or not shown.

SMILES	PAFAH1B3 inh	pPAFAH inh	PREPL inhibitor	ZTA DNA inh	LYPLA2 inh	LYPLA1 counter	PAFAH1B2 FP inh	EBNA-1 inhibitor	PAFAH2 inh
CCN(CC)c1ncnc2scc(C3COc4ccccc4O3)c12 (stereo unspecified)	4	2	20	-2	-3	-5	-2	-10	-3
O=C(Nc1ccc(Cc2ccncc2)cc1)C1CCC(N2C(=O)C3C4C=CC(C4)C3C2=O)CC1 (stereo unspecified)	7	1	2	-24	1	-3	-1	-2	-4
O=C(NCc1ccccc1)C1CCCN(c2cnccn2)C1 (stereo unspecified)	6	1	14	-10	3	1	3	-20	-1
CCCCn1c(N)c(N(CCOC)C(=O)CSc2nnc(-c3ccc(C(C)(C)C)cc3)n2N)c(=O)[nH]c1=O	12	0	13	-30	4	6	9	-2	-3
O=C(c1ccccc1Oc1ccccc1)N1CCN(c2ccccc2)CC1	4	5	-39	-13	-3	-4	-4	-15	8
COc1ccc(C(=O)CCC(=O)NC2=NCCS2)cc1	7	-2	11	-4	-1	2	0	-1	-9
CC1(c2ccc(OCC#N)cc2)C=C(c2ccc(OCC#N)cc2)n2nc(C(F)(F)F)nc2N1 (stereo unspecified)	5	1	9	5	-9	-9	1	-23	-12
CCN1CCCC(NC(=O)c2scc3c2CCCC3)C1 (stereo unspecified)	6	-2	-8	-4	-6	0	-3	-4	6
O=C(CCn1c(=O)[nH]c2ccsc2c1=O)N1CCN(c2ccc([N+](=O)[O-])cc2)CC1	5	2	12	13	13	2	-3	-9	2
O=C(NCCN1CCN(c2ccccc2Cl)CC1)Nc1ccccc1	9	0	2	-3	-5	-2	3	1	6
Nc1nc(Nc2ccccc2)nc(C(F)(F)F)n1	-1	-5	-11	13	-7	-2	2	-13	-4
CCCn1nnc(NC(=O)/C=C/c2ccccc2)n1	-1	4	4	-1	-3	2	0	-8	1
Cc1csc(-c2coc3cc(O)cc(C)c3c2=O)n1	3	-1	-4	-11	1	0	-4	9	3
Cc1cc(C)c(C)c(S(=O)(=O)NCCCN2CCOCC2)c1C	x	-1	9	-1	-1	1	x	-2	x
O=C(Nc1cc(C(F)(F)F)ccc1N1CCOCC1)c1ccncc1	8	-3	1	x	x	x	5	x	2

Looked up above.
LYPLA1 counter result of CCN1CCCC(NC(=O)c2scc3c2CCCC3)C1 (stereo unspecified) reads 0
PAFAH2 inh result of O=C(NCc1ccccc1)C1CCCN(c2cnccn2)C1 (stereo unspecified) reads -1

(listing goes on)
SMILES	PAFAH1B3 inh	pPAFAH inh	PREPL inhibitor	ZTA DNA inh	LYPLA2 inh	LYPLA1 counter	PAFAH1B2 FP inh	EBNA-1 inhibitor	PAFAH2 inh
CC1CN(c2nnc(NC(=O)c3ccccc3)s2)CC(C)O1 (stereo unspecified)	2	6	6	-22	6	1	2	-9	8
COC(=O)c1ccccc1SCC(=O)Nc1ccc(N2CCOCC2)cc1	2	2	-1	13	6	4	3	-6	2
COc1cccc(C(=O)N2CCN(C3CCN(Cc4ccccc4)CC3)CC2)c1OC	5	-3	-9	-1	-3	-1	1	0	-4
COC(=O)c1ccc(C2/C(=C(/O)c3ccc4c(c3)CC(C)O4)C(=O)C(=O)N2Cc2cccnc2)cc1 (stereo unspecified)	2	6	1	4	-1	-4	0	-15	6
O=c1c([N+](=O)[O-])c(N2CCCCCC2)c2ccccc2n1-c1ccccc1	3	3	-2	3	-5	1	3	5	9
Cc1nc2ccccc2n1CCCOc1ccccc1	8	1	-3	-1	8	-2	-5	4	3
Cc1cc(C)c(C(=O)CN2C(=O)NC3(CCCCC3)C2=O)cc1C	2	1	6	-17	2	-1	-2	-2	-7
O=C(COc1ccc(Cl)cc1)Nc1ccc2c(c1)OCO2	8	1	3	4	5	1	1	11	-5
Cc1ccc(OC(C)C(=O)Nc2ncc(Cl)cc2Cl)c([N+](=O)[O-])n1 (stereo unspecified)	10	2	18	x	x	x	4	x	0
CCCC(c1nnnn1C(C)(C)CC)N1CCN(C(=O)c2ccco2)CC1 (stereo unspecified)	2	5	-1	8	-2	-7	2	12	9
COc1ccc(NS(=O)(=O)c2ccc(NC(C)=O)cc2)nn1	x	3	4	-1	8	2	x	-8	x
COc1cc(NC(=O)C2CCCN(S(=O)(=O)c3ccc4c(c3)oc(=O)n4C)C2)cc(OC)c1 (stereo unspecified)	-1	1	-7	20	3	0	7	-3	9
Cc1noc(C)c1COc1ccc(C(=O)OCC(=O)NC23CC4CC(CC(C4)C2)C3)cc1	7	11	1	-2	2	-1	2	6	81*
Cc1nn(-c2ccccc2)c(Cl)c1C(=O)Nc1nnc(C2CCCCC2)s1	-4	1	10	-3	3	-3	3	-14	10
CCSc1nnc(NC(=O)c2ccc3ccccc3n2)s1	-6	-4	0	-11	-3	-4	1	-8	15
COc1ccc(OC)c(NC(=O)CNC(=O)c2cccs2)c1	8	-1	2	4	4	-1	7	-3	-6
C=CCn1c(SCC(=O)N2CC(C)OC(C)C2)nnc1-c1ccncc1 (stereo unspecified)	2	-4	-1	-2	-3	0	3	x	6
O=C(CCC1N=C2c3ccccc3N=C(SCc3ccc(Cl)cc3)N2C1=O)NCc1ccco1 (stereo unspecified)	0	19	39	12	-5	-4	12	18	2
NNC(=O)C(=O)Nc1ccc(Cl)c(Cl)c1	x	4	0	3	1	0	x	6	x
COCCn1c(-c2ccc(NC(C)=O)cc2)nc2c1c(=O)[nH]c(=O)n2CC(C)C	0	3	10	-7	-10	-2	-6	-6	1
CN(C)N1C(N)=C(C#N)C(c2cccc(Cl)c2)C2=C1CCCC2=O (stereo unspecified)	3	4	2	-15	-1	-2	4	-5	-4
CCOc1ccccc1/C=C/c1onc(C)c1S(=O)(=O)N1CCC(C(=O)N(CC)CC)CC1	3	-2	11	2	-6	3	-1	-11	5
O=[N+]([O-])c1cc(/C=N/N2CCN(Cc3ccccc3)CC2)ccc1Cl	3	6	7	10	1	3	-3	-2	7
CCC1CSC(Nc2ccc(C(=O)/C=C/c3ccc(Br)cc3)cc2)=N1 (stereo unspecified)	-7	-8	5	-18	-27	-13	-8	-10	-17
COC(=O)c1ccc(Cl)c(NC(=O)CN(c2ccc3c(c2)OCO3)S(C)(=O)=O)c1	3	-8	14	16	0	-2	8	-13	5
CC1CCCCN1S(=O)(=O)c1ccc(NC(=O)c2cccs2)cc1 (stereo unspecified)	7	2	-1	-22	-1	-10	4	0	7
Cc1cccc2nc(-c3ccccc3)nc(N3CCC(O)(c4ccc(Cl)cc4)CC3)c12	-24	-21	2	4	-31	-19	-13	3	-14
COc1ccc(NC(=O)CN(C)C(=O)Cc2ccc3c(c2)OCCO3)cc1	12	2	-2	6	-4	-2	0	8	-1
O=C(CC(c1ccccc1)c1ccccc1O)N1CCCC1 (stereo unspecified)	8	-1	18	8	-2	1	5	-13	5
COc1ccc(OC)c(CCNC(=O)c2ccc(NC3=NC4CS(=O)(=O)CC4S3)cc2)c1 (stereo unspecified)	-1	0	5	-8	-4	-1	3	7	-1
CCOc1ccc(S(=O)(=O)NCCC(=O)OC(C)C(=O)N2CCc3ccccc32)cc1 (stereo unspecified)	6	8	-4	7	-2	-4	4	6	5
COc1cc(CC(=O)NCCc2ccc(OCc3ccccc3)cc2)c([N+](=O)[O-])cc1OC	5	5	7	-4	5	3	5	-7	-7
O=C1c2cccc(OCC(=O)N3CCCc4ccccc43)c2CCN1Cc1ccc(Br)cc1	-12	1	15	-11	-1	-9	10	8	-3
CCn1c(CNC(=O)c2cccs2)nnc1SCC(=O)Nc1cc(Cl)ccc1C	14	6	-1	3	-1	-8	-1	-2	-2
O=C(O)CCN(CC(=O)c1ccc(Cl)cc1)S(=O)(=O)c1ccc([N+](=O)[O-])cc1	4	2	2	13	4	1	1	23	-6
CCOCCCNC(=O)c1cc(Sc2nnc(C)s2)nc2ccccc12	3	5	-4	0	2	0	4	-2	9
CNc1snc(C)c1C(=O)OC(C)C(=O)Nc1ccc(F)cc1 (stereo unspecified)	3	-13	1	-13	0	-6	6	x	4
CCOC(=O)C(=CNc1nc(-c2ccc3ccccc3c2)cs1)C(=O)OCC	6	1	12	12	-11	-8	-3	10	-6
COc1ccc(NC(=O)C2CCN(c3cnccn3)CC2)cc1OC	4	8	-6	-1	4	1	2	-1	-13
Cc1cc(C)nc(N2CCCC(C(=O)Nc3ccc4c(c3)OCCO4)C2)n1 (stereo unspecified)	2	4	0	0	-4	-2	2	1	14
COc1ccc(C(CCN2CCN(c3ccccc3)CC2)c2c(O)cc(OC)cc2OC)cc1 (stereo unspecified)	3	10	-18	3	-2	0	7	-6	2
CCN(C(=O)COC(=O)CCC(=O)c1cccs1)c1c(N)n(Cc2ccccc2)c(=O)[nH]c1=O	0	-4	-7	-3	-1	-3	4	-2	10
Cc1cc2oc(=O)cc(CN3CCN(C/C=C/c4ccccc4)CC3)c2cc1O	6	5	2	-6	17	20*	-2	-12	-6
CC1(C)C(=O)CC[C@]2(C)C3C(=O)C=C4[C@H]5C[C@@](C)(C(=O)O)CC[C@]5(C)CC[C@]4(C)[C@]3(C)CC[C@@H]12 (stereo partly specified)	6	9	5	3	-1	3	9	8	-1
CC1CCN(C(=O)c2[nH]cnc2C(=O)Nc2ccon2)CC1	1	0	1	7	6	1	3	x	9
COC(=O)c1ccc(CSc2nc3sc(C)c(C)c3c(=O)[nH]2)cc1	8	4	-9	3	0	-1	5	3	0
NC(=S)N/N=C/c1coc2ccc(F)cc2c1=O	x	4	-1	-5	3	2	x	-3	x
C#CCOCCOCCOCCNc1nc(N2CCN(C(=O)C([C@@H](C)CC)n3cc(C(N)COC(=O)C(F)(F)F)nn3)CC2)nc(N2CCN(C(=O)C([C@@H](C)CC)n3cc(C(N)CC(C)C)nn3)CC2)n1 (stereo partly specified)	x	4	7	-3	5	0	x	-4	x
CN(CC(=O)N1CCCc2c1c(=O)oc1ccc(O)cc21)Cc1ccccc1	3	-1	4	13	14	8	4	9	-2
CC(=O)OCC(=O)N1N=C(c2ccc3ccccc3c2)CC1c1ccccc1 (stereo unspecified)	8	3	-45	8	-1	-6	-1	-3	-7
CCOc1ccc(Nc2ncnc3ccc([N+](=O)[O-])cc23)cc1	6	2	33	1	2	5	5	7	6
Cc1nc2nc(C)n(-c3ccccc3)c2s1	-1	-1	-11	3	-8	-5	2	-6	8
CC(=O)N1CCC2(CC1)C(C#N)=C(N)Oc1n[nH]c(C)c12	-6	6	0	-14	3	0	2	6	1
Cc1ccc(-c2nc3ncccc3o2)cc1NC(=S)NC(=O)c1ccco1	0	2	2	-6	-7	-5	0	5	2
CC/C(=C(/CC)c1ccc(O)cc1)c1ccc(O)cc1	1	2	7	-8	-7	-2	8	2	10
O=C(COC(=O)c1cc(Cl)ccc1Cl)NCCN1C(=O)CSC1=O	-1	0	10	5	-2	-6	1	-3	-3
COc1ccc(C2=NOC(Cn3nc(C(=O)NCc4cccc(Br)c4)cc3-c3ccccc3)C2)cc1 (stereo unspecified)	2	5	-1	x	x	x	1	x	-4
CCn1ncc([C@@H]2C[C@H]3CN(Cc4cccc(Cl)c4)C(=O)[C@]34CCCN24)c1C	x	3	13	4	-3	0	x	-7	x
O=C(NC1CCCCC1)C(c1ccco1)N(C(=O)c1csnn1)c1ccccc1 (stereo unspecified)	5	1	-5	11	1	-2	5	1	7
O=C(COc1ccc(NS(=O)(=O)c2ccc(F)cc2)cc1)N1CCOCC1	6	17	9	-15	-2	-7	11	-7	3

These rows are one share of the data (hit frequency here may not be typical).
